Bioassay records (PubChem)
Tau fil binding = tau filament binding; Potency, µM (doses to about 57.1 µM), without a hit: at the top dose activity change, negative = inhibition; P10636; 2% of 71,000 active; recombinant tau filaments, thioflavin S fluorescence, 15 h; filaments grown with octadecylsulfate alongside compound;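 also: potency is read from the fitted curve at half-maximal effect; % is scaled to controls: 0 for no effect and ±100 for the full control effect; actives lower thioflavin S fluorescence by blocking filaments or displacing dye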
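His-tagged recombinant human tau (exons 2, 3 and 10 included), 1 uM, was induced to fibrillize by 30 uM sodium octadecylsulfate with compound present. After 15 h at 37 C, thioflavine S fluorescence (ex 450, em 510 nm) was read.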
4-MU autofl = compound fluoresces in the 4-MU spectral region | compound autofluorescence, 340/450 nm, 4-MU equivalents; stronger effect = higher value | max dye-equivalent concentration, M | 11% of 59,000 active | AID 589; in the data active = max dye-equivalent concentration above about 10 nM; inconclusive = mostly about 1.1 nM to 9.6 nM
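Intrinsic fluorescence at 340/450 nm (ex/em) was read after 15 min at room temperature in pH 8.0, 100 mM Tris. Each compound concentration expressed as 4-MU-equivalent concentration from a six-point 4-MU standard series on each plate.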
A350 autofl = compound fluoresces in the Alexa 350 spectral region; Compound autofluorescence, 340/450 nm, Alexa 350 dye-equivalents; stronger effect = higher value; max dye-equivalent concentration, M; 11% of 59,000 active; AID 590; in the data active = max dye-equivalent concentration above about 10 nM; inconclusive = mostly about 1.1 nM to 9.6 nM
Caspase-7 inhib = caspase-7 (human) inhibition, allosteric or competitive | 0.02% of 75,000 active | P55210 | AID 889 | Potency, µM (titrated, usually from 57.5 µM), for the others: top-dose activity change, negative = inhibition, actives largely listed as inhibitors | recombinant caspase-7, Ac-DEVD-AFC fluorescence rate; active = well fitted inhibition curve with a large enough effect in the main read-out, with a control signal flat, not every such curve was filed as active; inconclusive = small, poorly fitted or top-dose-only effect, or a change in a side signal; also: potency is read from the fitted curve at half-maximal effect; % of control where 0% means no effect
HEK293 cAMP ctrl = counter-screen for TSHR agonists: cAMP increase in parental HEK293; AID 938; Potency, µM (titrated, usually from 57.1 µM), for the others: at the top dose activation, usual class: activators; parental HEK293 CNG cAMP sensor, membrane potential fluorescence; 2.5% of 73,000 active; also: potency is read from the fitted curve at half-maximal effect; % of control where 0% means no effect; nearly all actives have a fitted effect of over 55% in size
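Parental HEK 293 cells stably expressing a cAMP-gated CNG channel were loaded with membrane potential dye containing 100 uM RO 20-1724 for 60 min. Compound added for 30 min; depolarization read as fluorescence intensity at 590 nm.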
ERK AVP inh = vasopressin-driven ERK pathway inhibition; HEK293-V1b, vasopressin-stimulated pERK AlphaScreen; Potency, µM (titrated, usually from 57.5 µM), inactives show at the top dose activity, negative = inhibition, actives largely listed as inhibitors; 0.99% of 72,000 active; AID 995; also: potency is read from the fitted curve at half-maximal effect; % is scaled to controls: 0 for no effect and ±100 for the full control effect; nearly all actives have a fitted effect of over 55% in size
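Overnight-seeded V1b-HEK293 cells in 1% FBS got compound, then vasopressin (25 nM final, 5 min, 37C), then lysis buffer. AlphaScreen detection of phospho-ERK; activity normalized to basal and full-stimulation controls.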
FLuc inh = blocks Photinus pyralis firefly luciferase activity; P08659; purified firefly luciferase, luminescence, 8 min; Potency, µM (top dose mostly 57.1 µM), inactives show at the highest dose activity change, negative = inhibition, hits mostly inhibitors; 2.2% of 72,000 active; AID 411; also: potency is read from the fitted curve at half-maximal effect; % is scaled to controls: 0 for no effect and ±100 for the full control effect; nearly all actives have a fitted effect of over 40% in size
Target sequence (P08659 whole entry, looked up): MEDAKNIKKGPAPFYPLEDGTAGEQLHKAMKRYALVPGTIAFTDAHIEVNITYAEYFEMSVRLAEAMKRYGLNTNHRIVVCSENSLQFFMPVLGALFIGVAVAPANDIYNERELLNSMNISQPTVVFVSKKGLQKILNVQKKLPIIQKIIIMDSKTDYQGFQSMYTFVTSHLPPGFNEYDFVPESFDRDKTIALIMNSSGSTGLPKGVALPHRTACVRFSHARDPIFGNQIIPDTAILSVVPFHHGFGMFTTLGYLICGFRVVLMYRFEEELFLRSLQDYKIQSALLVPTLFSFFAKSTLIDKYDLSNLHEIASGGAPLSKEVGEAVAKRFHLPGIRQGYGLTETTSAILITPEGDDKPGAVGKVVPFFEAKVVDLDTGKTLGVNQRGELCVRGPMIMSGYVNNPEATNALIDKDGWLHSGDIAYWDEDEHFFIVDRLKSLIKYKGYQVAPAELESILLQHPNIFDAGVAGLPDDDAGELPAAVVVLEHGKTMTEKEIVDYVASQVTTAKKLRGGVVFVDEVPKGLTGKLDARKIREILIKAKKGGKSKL
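Here, luciferase activity is measured as luminescence following an 8 min room-temperature reaction at 10 uM ATP, pH 7.2. Every library sample is titrated.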
Fluorescein autfl = compound fluoresces in the fluorescein spectral region; Compound autofluorescence, 480/540 nm, fluorescein-equivalent; stronger effect = higher value; max fluorescein-equivalent concentration, M; 0.91% of 59,000 active; in the data active = max fluorescein-equivalent concentration above about 10 nM; inconclusive = between about 1.1 nM and that limit
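Normalized response (dye-equivalent concentration) derives from comparing each well's 540 nm emission, under 480 nm excitation, with plate-resident fluorescein standards. Compounds were held in 100 mM Tris, pH 8.0, for 15 min at room temperature.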
Caspase-1 inhib = blocks human caspase-1 allosterically or competitively. Caspase-1 enzyme, Ac-WEHD-AFC fluorogenic rate. 0.03% of 75,000 active. Potency, µM (doses to about 57.5 µM), inactives show at the top dose activity change, negative = inhibition, usual class: inhibitors. AID 900;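 also: potency is read from the fitted curve at half-maximal effect; plate controls were vehicle for no effect and no substrate for full effect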
Target sequence (P29466 120-297 limits assumed): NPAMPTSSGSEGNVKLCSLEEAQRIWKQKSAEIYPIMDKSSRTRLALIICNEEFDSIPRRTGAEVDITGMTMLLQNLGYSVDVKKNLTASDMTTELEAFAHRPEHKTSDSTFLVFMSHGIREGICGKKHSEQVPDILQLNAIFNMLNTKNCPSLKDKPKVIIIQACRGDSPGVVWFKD
Target sequence (P29466 317-404 limits assumed): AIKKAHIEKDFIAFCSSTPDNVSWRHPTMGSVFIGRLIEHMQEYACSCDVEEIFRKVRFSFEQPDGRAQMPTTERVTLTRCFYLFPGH
TexasRed autofl = compounds fluorescent in Texas Red spectral region; Compound fluorescence, Texas Red channel, 547/618 nm; stronger effect = higher value; max dye-equivalent concentration, M; 0.06% of 59,000 active; in the data active = max dye-equivalent concentration above about 10 nM; inconclusive = between about 1.1 nM and that limit
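Compound titrations in 100 mM Tris pH 8.0 were incubated 15 min at room temperature and read at 547 nm excitation / 618 nm emission. Texas Red six-point standard curve on each plate converted fluorescence to dye-equivalent concentration.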
Rhodamine autofl = rhodamine region autofluorescence | Rhodamine-region fluorescence, 547/598 nm, Tris buffer; stronger effect = higher value | max dye-equivalent concentration, M | 0.05% of 59,000 active | AID 594; in the data active = max dye-equivalent concentration above about 11 nM; inconclusive = between about 1.1 nM and that limit
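A six-point rhodamine series on each plate calibrates the signal. Compounds sit in 100 mM Tris (pH 8.0) for 15 min at ambient temperature before imaging through 547 nm/598 nm filters.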
An asterisk follows results filed as active; i = inactive; ? = inconclusive; . = no result given; [ ] = dose if it differs, or a comment. Unless noted, calls follow the shape of the dose curve; as a rule, active = well fitted curve in the direction sought with a large enough effect; inconclusive = small, poorly fitted or top-dose-only effect, or another doubt; inactive = no such curve, though single readings can be large; an effect the other way counts as inactive or inconclusive.

SMILES	Tau fil binding	4-MU autofl	A350 autofl	Caspase-7 inhib	HEK293 cAMP ctrl	ERK AVP inh	FLuc inh	Fluorescein autfl	Caspase-1 inhib	TexasRed autofl	Rhodamine autofl
Cc1ccc(Cn2ccc(NC(=O)c3cc(-c4ccc(F)cc4)on3)n2)cc1	-7%	i	i	-1%	8%	-18%	-3%	i	-1%	i	i
CCNc1nc(Oc2ccc(=O)n(-c3ccccc3)n2)nc(N2CCOCC2)n1	2%	i	i	-1%	-2%	-34%	2%	?	1%	i	i
COc1ccc(OC)c(C2=C[N+](=O)C(C)(C)C(C)(C)N2[O-])c1	-9%	i	i	1%	1%	-10%	1%	i	-1%	?	i
CC12CN3CC(C)(CN(C1)C3c1ccc3ccccc3c1O)C2=O (stereo not given)	-24%	.	.	-1%	11%	5%	3%	.	-3%	.	.
Cc1ccc(-c2nnn(CC(=O)N(Cc3ccccc3)C(C(=O)NC3CCCC3)c3ccncc3)n2)o1 (stereo not given)	83%	i	i	-2%	?	-12%	1%	i	-5%	i	i
COCC(=O)Nc1nnc(C2CCCCC2)s1	-7%	i	i	-4%	-2%	-13%	1%	i	1%	i	i
Cc1cccc(N(C2C=CS(=O)(=O)C2)S(=O)(=O)c2ccccc2)c1 (stereo not given)	2%	i	i	1%	3%	-11%	-1%	?	-1%	i	i
COCCN(Cc1ccccc1)P(=O)(O)c1ccccc1OCC(=O)O	.	i	i	.	.	.	2%[25.5 µM]	i	.	i	i
CCc1ccc(O)c(N=Cc2ccccc2O)c1	-24%	.	.	-2%	-5%	-3%	-2%	.	-3%	.	.
Cc1nc(N2CCOCC2)c2oc3ccccc3c2n1	-13%	i	?	0%	16%	?	-2%	?	-1%	?	i
CN1CCN(C(=O)C2C3C=CC(C3)C2C(=O)O)CC1 (stereo not given)	0%	i	i	-2%	-10%	22%	0%	i	5%	i	i
O=C(c1cc(-c2cccc(O)c2)on1)N1CCOCC1	-4%	.	.	1%	-2%	?	13µM*	.	0%	.	.
CCSc1ncc(Cl)c(C(=O)N(Cc2ccc(N(C)C)cc2)C2CCS(=O)(=O)C2)n1 (stereo not given)	-11%	i	i	-2%	8%	-8%	2%	i	-9%	i	i
Cc1[nH]n(-c2ccc(S(=O)(=O)O)cc2)c(=O)c1N=Nc1ccccc1	-2%[11.4 µM]	?	?	-3%[11.5 µM]	0%[11.4 µM]	-10%[11.5 µM]	3%[11.4 µM]	i	1%[11.5 µM]	i	i
Cc1cc(-c2nn3c(C)nnc3s2)ccc1NC(=O)C(C)(C)C	-10%	?	?	-6%	5%	2%	-4%	i	2%	i	i

Single values from the entries so far:
Result of CCSc1ncc(Cl)c(C(=O)N(Cc2ccc(N(C)C)cc2)C2CCS(=O)(=O)C2)n1 (stereo not given) in Caspase-1 inhib: -9%
Result of O=C(c1cc(-c2cccc(O)c2)on1)N1CCOCC1 in Caspase-7 inhib: 1%
Result of Cc1nc(N2CCOCC2)c2oc3ccccc3c2n1 in FLuc inh: -2%

(cont.)
SMILES	Tau fil binding	4-MU autofl	A350 autofl	Caspase-7 inhib	HEK293 cAMP ctrl	ERK AVP inh	FLuc inh	Fluorescein autfl	Caspase-1 inhib	TexasRed autofl	Rhodamine autofl
Cc1ccc(C(CC(=O)O)Nc2nc(N3CCCCC3)nc(N3CCCCC3)n2)cc1 (stereo not given)	6%	i	i	-3%	17%	7%	1%	i	-2%	i	i
O=C1c2ccccc2C(=O)N1CCc1nn[nH]n1	-2%	i	i	-1%	?	39%	1%	?	-3%	i	i
Cc1noc(C)c1S(=O)(=O)Nc1c(C)n(C)n(-c2ccccc2)c1=O	2%	i	i	1%	4%	-2%	1%	i	0%	i	i
COc1ccc(C(=O)N(CN2CCCC2=O)c2nccs2)cc1OC	1%	?	?	0%	6%	20%	-4%	i	2%	?	i
OC(COc1cccc2ccccc12)CN1CCN(c2ccccn2)CC1 (stereo not given)	22%	i	i	-1%	?	1%	1%	?	-1%	i	i
COc1ccc(-c2noc(-c3ccc(Br)o3)n2)cc1OC	32%	i	?	1%	?	-23%	-10%	i	1%	i	i
CC(c1ccccc1)N1CNc2c(c(=O)n(C)c(=O)n2C)C1 (stereo not given)	-4%	.	.	0%	4%	-22%	1%	.	-2%	.	.
C=CCn1c(=O)c2ccccc2n2c(SCc3cc(=O)n4ccsc4n3)nnc12	2%	i	i	-1%	10%	7%	0%	i	3%	?	i
COc1ccc(-c2nnc(SCC(=O)N3CCCC(C)C3)o2)c(OC)c1 (stereo not given)	5%	i	i	1%	22%	2%	-5%	i	-1%	i	i
Brc1cnc(N2CCOCC2)nc1N1CCCCC1	2%	i	i	1%	11%	-26%	0%	i	-1%	i	i
CC(=O)N1c2c(cc(Br)cc2S(=O)(=O)NCc2cccnc2)CC1C (stereo not given)	4%	i	i	1%	4%	-3%	0%	i	0%	i	i
CCC(c1nnnn1CCc1ccccc1)N(Cc1ccco1)Cc1cc2cc(C)cc(C)c2[nH]c1=O (stereo not given)	48%	?	?	-18%	13µM*	-2%	2%	i	?	i	i
CC(C)c1ccc(C2CC(=O)N3CN(Cc4ccco4)CSC3=C2C#N)cc1 (stereo not given)	?	?	?	-9%	0%	1%	-2%	i	-1%	i	i
CCn1c(=O)cc(OCC(=O)Nc2cccnc2)c2ccccc21	-10%	i	i	1%	0%	-1%	1%	i	2%	i	i
CCOc1ccc(-n2c(SCC(=O)Nc3cc(C)on3)nc3c([nH]c4ccccc43)c2=O)cc1	i	.	.	-2%	3%	.	0%	.	-6%	.	.
CC(C)C1Cc2c(sc3c2c(=O)n(Cc2ccccc2)c2nncn32)CO1 (stereo not given)	.	i	i	.	.	.	2%[25.5 µM]	i	.	i	i
Cn1c(Cn2c(=O)sc3ccccc32)nnc1SCC(=O)Nc1ccccc1	0%	.	.	-3%	-7%	-6%	0%	.	2%	.	.
COc1ccccc1N1CCN(c2nc3ccccc3n3nnnc23)CC1	96%	?	?	-8%	13%	14%	-2%	1.2e-08M*	-12%	i	i
O=C(COc1ccc(C(=S)N2CCOCC2)cc1)N1CCCC1	3%	i	i	0%	-1%	-13%	3%	?	0%	i	i
COc1ccc(N2CC(C)Cn3c2nc2c3c(=O)[nH]c(=O)n2C)cc1 (stereo not given)	2%	i	i	0%	-1%	2%	-1%	i	0%	i	i
O=C(O)c1cccnc1SC1CC(=O)N(c2cccc(C(F)(F)F)c2)C1=O (stereo not given)	7%	.	.	-1%	?	.	0%	.	-2%	.	.
CSc1ccc(C2C(C#N)=C(N)N(c3ccccc3)C3=C2C(=O)CCC3)cc1 (stereo not given)	-19%	?	?	-8%	0%	-10%	1%	i	-10%	i	i
Cn1c(=O)[nH]c(=O)c2c1nc(N1CCNCC1)n2Cc1cccc2ccccc12	-7%	i	i	-1%	9%	-12%	2%	i	1%	?	i
COC(=O)c1ccc(CSc2ncnc3ccccc23)o1	-4%	.	.	-1%	29%	-5%	-8%	.	0%	.	.
CCCCNC(=O)CN1CCC2(O)CCCCC2C1c1ccccc1OC (stereo not given)	-16%	?	?	-2%	?	-4%	3%	i	-3%	i	i
CCCc1cc(=O)[nH]c(SCC(=O)N2CCN(S(=O)(=O)c3ccc(C)cc3)C2)n1	-20%	.	.	3%	-3%	.	4%	.	-1%	.	.
COC(=O)c1sc2ccccc2c1N	4%	.	.	-17%	-7%	-25%	-8%	.	-9%	.	.
CCOC(=O)N1CCN(CC(=O)Nc2ccc(C)c(Br)c2)CC1	3%	i	i	1%	?	4%	0%	?	1%	i	i
CCOC(=O)c1ccc2nc(NC(NC(C)=O)(C(=O)OC)C(F)(F)F)sc2c1 (stereo not given)	.	?	?	.	.	.	-2%[25.5 µM]	i	.	i	i
Cn1cccc1C(=O)N1CCC2(CC1)CN(C(=O)Nc1cccc(F)c1)C2	0%	i	i	-2%	8%	16%	1%[11.4 µM]	i	-4%	i	i
Cc1cccc(NC(=O)CC(C)(C)C)c1	-9%	i	i	1%	10%	2%	-2%	?	1%	i	i
C[C@@]12CC[C@@H]3c4ccc(O)cc4C[C@H](CCCCCCCCCS(=O)CCCC(F)(F)C(F)(F)F)[C@H]3[C@@H]1CC[C@@H]2O (stereo not given in full)	?	.	.	-2%	5%	9%	1%	.	-1%	.	.
Cc1onc(-c2c(F)cccc2Cl)c1C(=O)N[C@H]1C(=O)N2[C@H]1SC(C)(C)[C@H]2C(=O)O	2%[25.6 µM]	i	i	1%[25.7 µM]	1%[25.6 µM]	-11%[25.7 µM]	1%[25.5 µM]	?	-3%[25.7 µM]	i	i
CCN1C(=O)c2cccc3c(S(=O)(=O)NC(Cc4c[nH]c5ccccc45)C(=O)O)ccc1c23 (stereo not given)	9%	i	i	-7%	14%	-9%	3%	i	-6%	i	i
CCN(C(=O)c1cc2cc3ccc(C)cc3nc2o1)c1ccc(OC)cc1	20%	i	?	-2%	40µM*	3%	-1%	i	-2%	i	i
NC(=O)c1cc(N)ccc1N1CCCC1	16µM*	6.3e-08M*	7.8e-08M*	-7%	-9%	-14%	-7%	i	-8%	?	i
COc1ccc(CCNC(=O)C2CCCN(Cc3nc(-c4cccc(Cl)c4)oc3C)C2)cc1OC (stereo not given)	5%	i	i	0%	10%	14%	-3%	i	3%	i	i

This is a subset; count on the stated rates, not on these rows.
